Y pestis TopoI – Y. pestis Topo-I inhibition via cleavage products | Y. pestis Topo-I cleavage product accumulation, plate reader | AID 504884 | activity, % at 10 µM | 360,000 compounds, 0.064% hits; in the data active means activity above about 50%, passing the limit was not always enough; further: inactives centre near 2
PrPC surface inh – reduces human prion protein on the cell surface. P04156. cell surface PrPC, TR-FRET read-out. inhibition, % at 13.8 µM. 370,000 compounds, 0.43% hits; in the data active means inhibition above about 24%; further: 0% = median of the test wells and 100% = reference compound wells
MazF activator – increases E. coli MazEF RNase cleavage of RNA. P0AE70. FAM/BHQ RNA-DNA oligo cleavage fluorescence, 5 h. activation, % at 20 µM. 350,000 compounds, 0.32% hits. AID 504720; in the data active means activation above about 50%
Target sequence (P0AE70 whole entry, looked up): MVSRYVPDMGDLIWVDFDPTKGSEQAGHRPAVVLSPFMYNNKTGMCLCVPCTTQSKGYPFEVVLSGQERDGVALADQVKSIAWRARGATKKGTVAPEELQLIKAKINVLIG
Rv3671c inh – inhibits the M. tuberculosis serine protease Rv3671c; P9WHR9; inhibition, % at 5.96 µM; 320,000 compounds, 0.048% hits; in the data active means inhibition above about 38%;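 further: extracellular domain of Rv3671c used as enzyme; 0% = enzyme with DMSO and 100% = no enzyme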
Target sequence (P9WHR9 whole entry, looked up, the tested form may be a part): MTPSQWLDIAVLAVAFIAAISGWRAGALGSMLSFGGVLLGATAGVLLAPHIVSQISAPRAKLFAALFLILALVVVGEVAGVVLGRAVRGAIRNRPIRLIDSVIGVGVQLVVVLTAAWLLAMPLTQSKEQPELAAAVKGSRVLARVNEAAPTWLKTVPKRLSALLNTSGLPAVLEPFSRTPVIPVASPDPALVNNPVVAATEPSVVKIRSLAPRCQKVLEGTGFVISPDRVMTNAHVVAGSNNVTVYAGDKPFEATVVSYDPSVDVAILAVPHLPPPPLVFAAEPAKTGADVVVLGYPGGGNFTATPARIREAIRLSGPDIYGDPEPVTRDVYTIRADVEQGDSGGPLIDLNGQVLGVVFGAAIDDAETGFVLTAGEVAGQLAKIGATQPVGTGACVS
Vc quorum ag – inducers of Vibrio cholerae quorum light production without autoinducers; V. cholerae BH1578 lux reporter, luminescence, 6 h; activation, % at 18.7 µM; 350,000 compounds, 0.16% hits; in the data active means activation mostly above about 9.7%, no sharp cut-off; further: not every result past the cut was called active; inactives centre near 0; reference of the scale not given here
SSB-PriA inh – inhibitors of Klebsiella pneumoniae PriA binding to SSB C-terminal tail; inhibition, % at 33 µM; 430,000 compounds, 0.6% hits; AlphaScreen SSBct-PriA binding, biotinylated peptide; AID 1272365; in the data active means inhibition mostly above about 37%, no sharp cut-off; inactive means mostly below about 20%;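 further: plate controls were negative control peptide for no effect and reference peptide for full effect; strong numbers were not always called active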
TcdB GH inh – TcdB glycohydrolase inhibition; P18177; TcdB glycohydrolase enzymatic assay, plate reader; inhibition, % at 9.99 µM; 350,000 compounds, 0.24% hits; in the data active means inhibition above about 10%
CCHF vOTU inh – CCHFV vOTU protease inhibition; AID 651958; Pep-AMC fluorescence; inhibition, % at 11.5 µM; 370,000 compounds, 0.55% hits; in the data active means inhibition above about 30%; further: 0% = vehicle wells with enzyme and 100% = no enzyme wells
3CLpro inhibitor – SARS-CoV 3CLpro protease inhibition; recombinant SARS-CoV 3CLpro, quenched FRET peptide cleavage; AID 1706; P0C6X7; 290,000 compounds, 0.14% hits; inhibition, % at 6 µM; in the data active means inhibition above about 12%
VHR inh abs – inhibitors of human VHR1 phosphatase (DUSP3). inhibition, % at 13.3 µM. recombinant VHR phosphatase, pNPP absorbance. P51452. 290,000 compounds, 0.52% hits; in the data active means inhibition above about 50%; further: some compounds called inactive have numbers as strong as hits
Target sequence (P51452 whole entry, looked up): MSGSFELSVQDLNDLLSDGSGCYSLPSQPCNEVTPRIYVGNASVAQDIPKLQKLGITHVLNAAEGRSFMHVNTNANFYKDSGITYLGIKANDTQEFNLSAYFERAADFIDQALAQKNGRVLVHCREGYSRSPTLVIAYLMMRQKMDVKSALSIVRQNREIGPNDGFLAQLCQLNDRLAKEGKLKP
* hit, by the source's call.

`CC1CCN(c2oc(-c3cccc4ccccc34)nc2C#N)CC1` gave Y pestis TopoI -1, PrPC surface inh 5, MazF activator 1, Rv3671c inh -6, Vc quorum ag -12, SSB-PriA inh 2, TcdB GH inh 0.3, CCHF vOTU inh -6, 3CLpro inhibitor 3 and VHR inh abs 9.
Cc1csc(SCC(=O)NC2CCS(=O)(=O)C2)n1 (configuration not stated) was read as Y pestis TopoI -2, PrPC surface inh -5, MazF activator 10, Rv3671c inh -4, Vc quorum ag 0.8, SSB-PriA inh -8, TcdB GH inh 0.3 and CCHF vOTU inh -3.
Screening O=C(Nn1c(O)c(C=C2N=c3ccccc3=N2)sc1=S)c1ccccc1 returned Y pestis TopoI -22, PrPC surface inh 6, MazF activator -5, Rv3671c inh -5, Vc quorum ag -1.8, SSB-PriA inh 32, CCHF vOTU inh 3, 3CLpro inhibitor 1 and VHR inh abs 31.
For O=C1NC2(CCCCC2)OC12CCCCC2 the results were Y pestis TopoI 8, PrPC surface inh -4, MazF activator 6, SSB-PriA inh -8, TcdB GH inh 0.4 and CCHF vOTU inh 3.
`Cc1cccc(N2CCN(C(=O)c3cccc(N4C(=O)C5CC=CC(C)C5C4=O)c3)CC2)c1C` (configuration not stated) gave Y pestis TopoI 31, PrPC surface inh 2, MazF activator -1, Rv3671c inh -9, Vc quorum ag -2.9, SSB-PriA inh 14, CCHF vOTU inh 14, 3CLpro inhibitor 3 and VHR inh abs -16.
For NC(=O)CC(NC(=O)Cc1cccc2ccccc12)c1ccc(N2CCN(c3ccccn3)CC2)c([N+](=O)[O-])c1 (configuration not stated) the results were Y pestis TopoI 14, PrPC surface inh -16, MazF activator 3, Rv3671c inh 1, Vc quorum ag -0.5, SSB-PriA inh 9, TcdB GH inh -0.2, CCHF vOTU inh 9, 3CLpro inhibitor 3 and VHR inh abs -10.
CC(C)C(=O)Nc1c(-c2ccccc2F)c(=O)c2ccccc2n1C was read as Y pestis TopoI -6, PrPC surface inh 0, MazF activator 8, Rv3671c inh -1, Vc quorum ag inactive, SSB-PriA inh 4, TcdB GH inh 1.2, CCHF vOTU inh -17, 3CLpro inhibitor 3 and VHR inh abs 24.
c1ccc(CNCc2ccc(CNCc3ccccc3)cc2)cc1 was read as Y pestis TopoI 3, PrPC surface inh -12, MazF activator -8, Vc quorum ag -5.9, TcdB GH inh 1.9 and CCHF vOTU inh 0.
`COc1ccccc1NS(=O)(=O)c1ccc(NC(=O)c2nc3ncccn3n2)cc1` gave Y pestis TopoI -6, PrPC surface inh 2, MazF activator 2, Vc quorum ag -0.4, SSB-PriA inh 1, CCHF vOTU inh 9, 3CLpro inhibitor -2 and VHR inh abs -14.
CN(C)CCCNc1cc(-c2ccccc2)nc2cc(-c3cccc(F)c3)nn12 was read as Y pestis TopoI -20, PrPC surface inh -21, MazF activator -4, Rv3671c inh 2, Vc quorum ag -2.3, SSB-PriA inh -25, TcdB GH inh 3.6, CCHF vOTU inh -82, 3CLpro inhibitor -7 and VHR inh abs -4.
`Cc1ccc(NCc2nnc(SCC(=O)Nc3ncc(C)s3)n2CC2CCCO2)c(C)c1` (configuration not stated) gave Y pestis TopoI 34, PrPC surface inh 6, MazF activator 1, Rv3671c inh 3, Vc quorum ag -1.7, SSB-PriA inh -5, CCHF vOTU inh 3, 3CLpro inhibitor -1 and VHR inh abs 15.
For CCCCN(C(=O)c1cc2c(s1)CCCCC2)c1c(N)n(CCC)c(=O)[nH]c1=O the results were Y pestis TopoI -10, PrPC surface inh 3, MazF activator 5, Rv3671c inh 2, Vc quorum ag inactive, SSB-PriA inh 4, TcdB GH inh 0.8 and CCHF vOTU inh -1.
`Cc1c(C(=O)Nc2cccc(F)c2)cnn1-c1ccccc1` gave Y pestis TopoI 6, PrPC surface inh 4, MazF activator 4, Rv3671c inh -17, Vc quorum ag inactive, SSB-PriA inh -9, TcdB GH inh -0.2, CCHF vOTU inh 7, 3CLpro inhibitor -1 and VHR inh abs -7.
Screening Cc1ccc(/C=C2/C(=O)NC(=O)N(C)C2=O)cc1 returned Y pestis TopoI -2, PrPC surface inh -6, MazF activator -3, Rv3671c inh -10, Vc quorum ag 8.3, SSB-PriA inh 6, TcdB GH inh -0.4, CCHF vOTU inh 5, 3CLpro inhibitor 0 and VHR inh abs 5.
Screening COCCN(Cc1ccccc1)C(=O)Cc1ccc(S(=O)(=O)N2CCOCC2)s1 returned Y pestis TopoI 12, PrPC surface inh -2, MazF activator 4, Rv3671c inh 0, Vc quorum ag 0.4, SSB-PriA inh -8, TcdB GH inh 1.8 and CCHF vOTU inh 2.
Screening COc1ccc(NC(=S)NN2CCOCC2)cc1OC returned Y pestis TopoI 3, PrPC surface inh 5, MazF activator 3, Rv3671c inh -6, Vc quorum ag -0.5, SSB-PriA inh -5, CCHF vOTU inh 4, 3CLpro inhibitor 1 and VHR inh abs 22.
Nc1cccc(C(=O)O)c1 was read as Y pestis TopoI -5, PrPC surface inh -3, MazF activator 4, Rv3671c inh -4, Vc quorum ag -0.6, SSB-PriA inh -9, TcdB GH inh 0.3, CCHF vOTU inh -3, 3CLpro inhibitor -3 and VHR inh abs 1.
Cc1cc(C(=O)N(C)CC(=O)Nc2ccc(Cl)c(C(F)(F)F)c2)no1 was read as Y pestis TopoI -5, PrPC surface inh 0, MazF activator -7, Rv3671c inh -6, Vc quorum ag -11, SSB-PriA inh -5, TcdB GH inh 0.1 and CCHF vOTU inh 18.
For COc1cc(/C=C/C(=O)OCC(=O)N2CCc3ccccc3C2)ccc1O the results were Y pestis TopoI -11, PrPC surface inh -1, MazF activator -2, Rv3671c inh 0, Vc quorum ag -1.5, SSB-PriA inh 3, TcdB GH inh 2.5, CCHF vOTU inh -5, 3CLpro inhibitor -4 and VHR inh abs -4.
For O=C(NCCNc1ccc([N+](=O)[O-])cc1Cl)c1ccccc1F the results were Y pestis TopoI 1, PrPC surface inh -4, MazF activator 11, Rv3671c inh 2, Vc quorum ag -0.4, SSB-PriA inh 1, TcdB GH inh 0.6, CCHF vOTU inh 5, 3CLpro inhibitor 0 and VHR inh abs 10.
Screening Cc1cc(OCC(=O)c2ccc(Br)cc2)ccc1N1C(=O)CCC1=O returned Y pestis TopoI -1, PrPC surface inh -4, MazF activator -8, Rv3671c inh -4, Vc quorum ag -0.7, SSB-PriA inh -11, CCHF vOTU inh -15, 3CLpro inhibitor 0 and VHR inh abs -8.
`O=C(CNC(=O)c1ccc(-c2ccccc2)cc1)OCc1ccc(Cl)cc1` gave Y pestis TopoI 5, PrPC surface inh -3, MazF activator 3, Rv3671c inh -3, Vc quorum ag -0.2, SSB-PriA inh -21, CCHF vOTU inh -22, 3CLpro inhibitor 1 and VHR inh abs -6.
For Cc1cc(Br)cnc1NC(=S)Nc1ccc(F)cc1F the results were Y pestis TopoI 8, PrPC surface inh 5, MazF activator 7, Rv3671c inh 1, Vc quorum ag -0.3, SSB-PriA inh -3, CCHF vOTU inh 0, 3CLpro inhibitor 1 and VHR inh abs 21.
For CC(C)c1ccc(NC(=O)Cc2ccc(NC3=NC4CS(=O)(=O)CC4S3)cc2)cc1 (configuration not stated) the results were Y pestis TopoI -10, PrPC surface inh 2, MazF activator 18, Rv3671c inh 2, Vc quorum ag inactive, SSB-PriA inh -4, TcdB GH inh -8.3, CCHF vOTU inh 10, 3CLpro inhibitor -5 and VHR inh abs -6.
For CCCCNC(=O)c1cccc(NC(=O)C(=O)c2ccccc2NC(C)=O)c1 the results were Y pestis TopoI 1, PrPC surface inh -2, MazF activator 4, Rv3671c inh -3, Vc quorum ag -0.3, SSB-PriA inh -7, TcdB GH inh 0.9, CCHF vOTU inh 0, 3CLpro inhibitor -5 and VHR inh abs -17.
`COc1cc(S(=O)(=O)NC2CCCCC2)ccc1F` gave Y pestis TopoI -7, PrPC surface inh 7, MazF activator -3, Rv3671c inh 2, Vc quorum ag -5.0, SSB-PriA inh -15, CCHF vOTU inh -1, 3CLpro inhibitor -2 and VHR inh abs -4.
`CN=C(Nc1cccc(S(=O)(=O)N2CCOCC2)c1)c1ccccc1` gave Y pestis TopoI 2, PrPC surface inh -1, MazF activator 11, Rv3671c inh -2, Vc quorum ag inactive, SSB-PriA inh -4, TcdB GH inh 0.2 and CCHF vOTU inh 4.
`O=C(Nc1ccc2c(c1)OCO2)C1CCCN1C(=O)NCc1ccccc1` (configuration not stated) gave Y pestis TopoI -1, PrPC surface inh 1, MazF activator 5, Rv3671c inh 0, Vc quorum ag inactive, SSB-PriA inh -4, CCHF vOTU inh -3, 3CLpro inhibitor -6 and VHR inh abs 39.
CCCCn1c(N)c(N(Cc2ccccc2OC)C(=O)c2c(CC)noc2C)c(=O)[nH]c1=O was read as Y pestis TopoI 8, PrPC surface inh 3, MazF activator -1, Rv3671c inh -8, Vc quorum ag 1.7, SSB-PriA inh 6, TcdB GH inh -1.0, CCHF vOTU inh 10, 3CLpro inhibitor 0 and VHR inh abs 2.
O=C(N/N=C/c1ccc2cccnc2c1)c1nc2ccccc2c(=O)[nH]1 was read as Y pestis TopoI -5, PrPC surface inh 3, MazF activator -17, Rv3671c inh 3, Vc quorum ag inactive, TcdB GH inh -0.1, CCHF vOTU inh -2, 3CLpro inhibitor -6 and VHR inh abs 20.

A draw from above in order of SMILES length, lowest first.
For Cc1cc(Br)cnc1NC(=S)Nc1ccc(F)cc1F the results were Y pestis TopoI 8, PrPC surface inh 5, MazF activator 7, Rv3671c inh 1, Vc quorum ag -0.3, SSB-PriA inh -3, CCHF vOTU inh 0, 3CLpro inhibitor 1 and VHR inh abs 21.
`CN=C(Nc1cccc(S(=O)(=O)N2CCOCC2)c1)c1ccccc1` gave Y pestis TopoI 2, PrPC surface inh -1, MazF activator 11, Rv3671c inh -2, Vc quorum ag inactive, SSB-PriA inh -4, TcdB GH inh 0.2 and CCHF vOTU inh 4.
For CCCCNC(=O)c1cccc(NC(=O)C(=O)c2ccccc2NC(C)=O)c1 the results were Y pestis TopoI 1, PrPC surface inh -2, MazF activator 4, Rv3671c inh -3, Vc quorum ag -0.3, SSB-PriA inh -7, TcdB GH inh 0.9, CCHF vOTU inh 0, 3CLpro inhibitor -5 and VHR inh abs -17.
CCCCn1c(N)c(N(Cc2ccccc2OC)C(=O)c2c(CC)noc2C)c(=O)[nH]c1=O was read as Y pestis TopoI 8, PrPC surface inh 3, MazF activator -1, Rv3671c inh -8, Vc quorum ag 1.7, SSB-PriA inh 6, TcdB GH inh -1.0, CCHF vOTU inh 10, 3CLpro inhibitor 0 and VHR inh abs 2.

More entries follow.
Screening COc1ccc(CCn2c3c(c(=O)[nH]c2=O)C(NC(=O)c2cccs2)(C(F)(F)F)C(=O)N3)cc1OC (configuration not stated) returned Y pestis TopoI 6, PrPC surface inh 3, MazF activator 7, Rv3671c inh -1, Vc quorum ag -1.2, SSB-PriA inh -13, CCHF vOTU inh 16, 3CLpro inhibitor 4 and VHR inh abs 32.
COc1cccc(NC(=O)CSc2nnc(-c3ccoc3C)n2CC2CCCO2)c1 (configuration not stated) was read as Y pestis TopoI -4, PrPC surface inh -2, MazF activator -2, Rv3671c inh 0, Vc quorum ag 2.9, SSB-PriA inh -1, CCHF vOTU inh -18, 3CLpro inhibitor -2 and VHR inh abs 24.
For CCc1nc2ccc(C(=O)NCCN(C)C)cn2c1N(CC)CCOC the results were Y pestis TopoI -1, PrPC surface inh 0, Vc quorum ag -3.0, TcdB GH inh 0.1 and CCHF vOTU inh -7.
Screening O=C1CC(NCc2ccccc2F)C(=O)N1c1ccccc1 (configuration not stated) returned Y pestis TopoI 9, PrPC surface inh 1, MazF activator -2, Rv3671c inh 4, Vc quorum ag inactive, SSB-PriA inh -4, CCHF vOTU inh -8, 3CLpro inhibitor 0 and VHR inh abs -10.
For CC(Oc1ccccc1)C(=O)Nc1ccccc1O (configuration not stated) the results were Y pestis TopoI 4, PrPC surface inh 2, MazF activator 3, Rv3671c inh 0, Vc quorum ag -0.3, SSB-PriA inh 1, CCHF vOTU inh -11, 3CLpro inhibitor 6 and VHR inh abs 24.
For OC1CCCN(C(=S)Nc2ccc(SC(F)F)cc2)C1 (configuration not stated) the results were Y pestis TopoI -4, PrPC surface inh 5, MazF activator 4, Rv3671c inh -12, Vc quorum ag inactive, SSB-PriA inh 2, CCHF vOTU inh 4, 3CLpro inhibitor 3 and VHR inh abs 3.

The list is partial, so the mix of outcomes need not match the whole.
